Cl transport mod: modulates chloride dependent transport by human KCC2; Q9H2X9; KCC2 cells, thallium flux FluoZin-2 fluorescence; B-score of Tl+ flux slope (higher = more flux/activation; lower = inhibition) at 10 µM; hit rate 2.2% among 190,000; AID 1456;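 active = thallium flux slope and its plate-corrected score both differing from the plate sample mean at a set confidence after two filtering rounds, in either direction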;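 note: slope of fluorescence scaled to starting intensity during 10 to 20 s after thallium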
Rad51 HR inh: Rad51 (human) homologous recombination inhibition | hRad51 DNA strand exchange, fluorescence dequenching | inhibition, % at 10 µM | hit rate 0.085% among 200,000 | AID 1385 | Q06609;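 active = inhibition above 40% at the single screening dose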;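 note: 0% = DMSO control wells and 100% = blanks with heterologous ssDNA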
Target sequence (Q06609 whole entry, looked up): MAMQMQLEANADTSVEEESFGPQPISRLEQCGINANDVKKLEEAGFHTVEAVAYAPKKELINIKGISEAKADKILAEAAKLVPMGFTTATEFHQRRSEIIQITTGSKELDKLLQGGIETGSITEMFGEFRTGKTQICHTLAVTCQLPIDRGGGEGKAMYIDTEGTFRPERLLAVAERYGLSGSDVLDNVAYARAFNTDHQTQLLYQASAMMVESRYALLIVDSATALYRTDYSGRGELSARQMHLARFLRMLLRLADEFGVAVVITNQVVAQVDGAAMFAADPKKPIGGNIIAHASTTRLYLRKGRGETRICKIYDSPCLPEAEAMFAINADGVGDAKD
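System: human Rad51 nucleoprotein filaments preassembled on unlabelled ssDNA. Reagent: labelled 47-mer dsDNA for strand exchange. Schedule: 30-min compound preincubation and 15-min exchange, both room temperature. Measured by: FRET fluorescence dequenching, excitation 485 nm, emission 520 nm. Read-out: Fluorescence-based percent inhibition, control- and blank-normalised. Benchmarks: plate controls and plate blanks.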
eIF4E-4G inh: blocks eIF4E binding to eIF4G; P63073+Q04637; TR-FRET eIF4E-eIF4GI(517-606) binding, 2 h; inhibition, % at 21.7 µM; hit rate 0.37% among 220,000; AID 782;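 active = inhibition above about 30%, limit read from the data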;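 note: 0% = full FRET control wells and 100% = background wells lacking eIF4GI fragment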
m-calpain inh: calpain II (pig) inhibition | inhibition, % at 16 µM | hit rate 0.37% among 220,000 | purified calpain II, fluorogenic peptide substrate, 30 min;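 active = inhibition above about 50%, limit read from the data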
zVAD death inh: L929 zVAD cell death inhibition | L929 zVAD necroptosis rescue, ATP luminescence, 24 h; with zVAD 60 µM | viability rescue, % at 10 µM | AID 1377 | hit rate 0.38% among 220,000;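 active = activation, scaled between plate controls, above about 75%, limit read from the data; inactive = activation under that limit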;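 note: 0% = zVAD with DMSO and 100% = DMSO alone without zVAD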
EBV gp42 inh: blocks Epstein-Barr virus glycoprotein 42 binding; Q1HVG2; Fluorescence polarization binding assay, mP read-out; inhibition, % (tested at 21.74 µM); hit rate 0.42% among 220,000; in the data active = inhibition above about 50%
Target sequence (Q1HVG2 whole entry, looked up): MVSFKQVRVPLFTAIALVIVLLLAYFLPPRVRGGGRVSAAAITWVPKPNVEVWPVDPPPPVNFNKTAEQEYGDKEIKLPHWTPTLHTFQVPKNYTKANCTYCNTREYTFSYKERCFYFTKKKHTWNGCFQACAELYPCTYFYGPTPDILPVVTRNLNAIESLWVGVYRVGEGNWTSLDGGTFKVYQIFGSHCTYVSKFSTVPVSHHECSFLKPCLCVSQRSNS
TNF death inh: inhibitors of TNF-alpha induced necroptosis in Jurkat FADD-/- cells; Jurkat FADD-/- TNF necroptosis rescue, ATP luminescence, 24 h; 0 = TNF only, 100 = no-TNF cells; activation (protection from cell death), % at 10 µM; hit rate 0.068% among 220,000; AID 463075;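 active = activation, meaning protection from cell death, of at least 50% relative to plate controls; inactive = activation below 50%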;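 note: necroptosis triggered by 40 ng/mL TNF-alpha added together with compound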
PERK inh: human PERK inhibition, primary cell-based screen; Q9NZJ5; CHO PERK-DD fusion, SEAP luminescence translation reporter; inhibition, % at 5.6 µM; hit rate 0.17% among 220,000; AID 1416;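 active = inhibition above the mean inhibition of all tested compounds plus 3 SD, set separately per screening campaign, cut at about 2.9% in these data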;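 note: PERK kinase domain activated by AP20187 dimerizer at 100 nM; 0% = DMSO with dimerizer and 100% = rapamycin at 8.4 µM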
Mdm2 ligase inh: blocks human Mdm2 ubiquitin ligase activity; AID 1230; Q00987; signal enhancement, % at 5 µM; cell-based MDM2 ubiquitination luciferase reporter, 2 h; 0 = plate control, 100 = twice control, blank-subtracted; hit rate 0.11% among 210,000;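 active = signal enhancement of 30% or more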;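 note: luminescence tracks abundance of the self-degrading MDM2-luciferase fusion protein; higher signal means inhibition of MDM2 E3 ligase activity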
Target sequence (Q00987 whole entry, looked up, the tested form may be a part): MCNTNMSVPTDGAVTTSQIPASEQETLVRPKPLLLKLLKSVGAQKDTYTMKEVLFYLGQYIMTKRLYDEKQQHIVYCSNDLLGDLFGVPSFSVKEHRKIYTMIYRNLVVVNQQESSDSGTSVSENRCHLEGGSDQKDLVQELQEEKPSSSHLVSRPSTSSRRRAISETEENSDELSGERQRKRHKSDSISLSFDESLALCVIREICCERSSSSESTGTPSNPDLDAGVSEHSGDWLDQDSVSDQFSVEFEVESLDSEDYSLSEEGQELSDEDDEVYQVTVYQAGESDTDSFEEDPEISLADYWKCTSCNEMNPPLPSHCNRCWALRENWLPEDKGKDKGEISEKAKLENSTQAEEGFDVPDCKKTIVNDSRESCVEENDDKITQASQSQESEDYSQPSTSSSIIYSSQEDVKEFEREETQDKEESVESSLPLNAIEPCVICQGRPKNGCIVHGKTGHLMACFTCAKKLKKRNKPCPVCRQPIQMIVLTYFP
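Test system: stable mammalian line carrying autodegrading MDM2–luciferase fusion reporter; quantity: 2000 cells in each well; times: 4 h cell settling then 2 h compound exposure, 37 °C; detection: luminescence with SteadyLite reagent, 15 min at room temperature; evaluation: percent signal gain over controls, blank-subtracted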
* hit, by the source's call; nt = not tested or not shown; [ ] = dose if it differs, or a comment. Not a hit list; any-hit rate near 3.6%.

SMILES	Cl transport mod	Rad51 HR inh	eIF4E-4G inh	m-calpain inh	zVAD death inh	EBV gp42 inh	TNF death inh	PERK inh	Mdm2 ligase inh
O=C(OCC(=O)N1CCCC1)c1ccc(OC(F)(F)F)cc1	0.33	7	5	5	1.0	1	1.1	0.5	-11
O=C(C/C=N/OCc1c(Cl)cccc1Cl)c1cnc(-c2ccccc2)s1	0.02	-1	2	-24	0.3	-14	-1.9	0.9	-8
COc1ccc(CCN2C(=S)N(C)C(=O)C2CC(=O)Nc2ccc(OC)cc2)cc1 (stereo unspecified)	-0.15	nt	-1	1	2.1	2	-0.5	-0.4	-9
CC(=O)N1CCN(c2ccc(NC(=S)NC(=O)COc3ccc(C(C)(C)C)cc3)cc2)CC1	1.6	10	17	-79	-0.3	-14	-0.3	0.9	-16
O=C(c1cccs1)N1CCCC(c2nc(-c3ccc(F)cc3)no2)C1 (stereo unspecified)	nt	10	1	4	-0.2	-11	-1.9	0.4	3
COc1cccc(Cn2cccc(NC(=O)Nc3cccc(C#N)c3)c2=O)c1	nt	-26	1	7	0.0	-19	-5.7	1.5	nt
O=C(CC1Nc2ccccc2NC1=O)Nc1cc(Cl)cc(Cl)c1 (stereo unspecified)	nt	-1	0	-40	-0.6	21	-0.1	-0.6	0
O=C(Nc1ccc(S(=O)(=O)N2CCc3ccccc3C2)cc1)C1CCCO1 (stereo unspecified)	-1	6	0	-15	0.2	-5	1.1	0.3	-5
CC/C(=N\NC(=O)c1cc(C)nc2ccccc12)c1ccc(C)s1	0.46	9	20[fluorescence artefact?]	-31	0.1	-10	1.4	0.7	10
Cc1nn(C)cc1NC(=O)c1nn(C)cc1[N+](=O)[O-]	-3.4	15	2	29	-0.2	0	0.6	1.1	-7
C/C(N)=C(/C#N)C(=O)CSc1nc2ccccc2c(=O)n1-c1ccc(C)cc1	1.2	6	0[fluorescence artefact?]	6	0.0	-8	-1.6	-1.1	-13
CCOc1ccc(CCNC(=O)c2cc3c(C)nccc3[nH]c2=O)cc1OCC	-2.5	nt	-3	-22	1.3	-2	-5.5	0.4	-16
CCN1CCN(c2cc(C)c3cc(NC(=O)Cc4ccccc4OC)ccc3n2)CC1	nt	-16	-5	-224	0.2	-12	-4.6	-1.1	-14
O=C(CSc1nnnn1Cc1ccccc1)NCCc1ccccc1	-2.9	2	5[fluorescence artefact?]	-5	2.9	-19	4.4	0.5	-14
COc1ccc(NS(=O)(=O)c2cccc(C(=O)N/N=C/c3cn(-c4ccccc4)nc3-c3ccccc3)c2)cc1	-0.0081	6	-14	-97	0.5	-1	-2.2	0.9	nt
CS(=O)(=O)c1ccc2nc(NC(=O)c3cc4ccccc4o3)sc2c1	-0.47	-11	-3	-6	0.2	-11	0.2	0.7	-10
Cc1cc(NC(=O)COC(=O)c2oc3c(Cl)cccc3c2C)no1	-0.95	4	-5[fluorescence artefact?]	38	1.0	-16	0.2	-0.1	-17
O=C(NC1CCCCCC1)c1ccc(CN2CCOCC2)cc1	0.38	nt	-10	-11	-0.4	6	-0.8	-0.1	-4
CCCCOC(=O)C1CN(c2ccccc2)N=C1C(=O)OCC (stereo unspecified)	-0.9	nt	2[fluorescence artefact?]	-35	0.0	5	1.6	0.3	7
Nc1nnc(N2CCCCCC2)s1	-0.39	-6	1	-26	1.5	-16	0.6	0.6	-10
COc1ccc(CCN2C(=O)C3C4CC(C5C(C(=O)N/N=C\c6ccc(Cl)cc6)=NOC45)C3C2=O)cc1OC (stereo unspecified)	0.4	-2	-8	-17	0.5	-23	-0.1	-0.6	-8
CCOCCCNC(=O)CC1Oc2ccc(C)cc2NC1=O (stereo unspecified)	1.3	-1	2	6	2.1	-1	2.2	0.8	-19
C#CCOCCOCCOCCNc1nc(N2CCN(C(=O)[C@H](CCC(=O)O)n3cc(C(N)Cc4ccc(O)cc4)nn3)CC2)nc(N2CCN(C(=O)[C@H](Cc3cc4ccccc4[nH]3)n3cc(C(N)[C@H](C)CC)nn3)CC2)n1 (stereo partly specified)	0.57	nt	1	-32	0.1	-13	1.3	1.1	nt
COc1ccc(N2CCN(S(=O)(=O)c3cn(C)c(=O)n(C)c3=O)CC2)cc1	2	nt	-5	-9	0.8	-14	4.0	1.0	-2
O=C(CCN1CCCCCC1)Nc1ccc(F)c(F)c1	0.48	4	4	-22	0.7	-11	1.3	1.3	-10
CCCC(C)NC(=O)Cc1ccccc1[N+](=O)[O-] (stereo unspecified)	0.19	0	-3	-10	-0.1	2	5.6	0.2	-14
Cc1ccccc1NC(=O)c1sc2nc3c(c(-c4ccco4)c2c1N)CCC3	-0.4	0	-2	-41	0.4	-1	-1.0	-0.7	-27
CNC(=O)/C(C#N)=C/c1cn(CC(=O)NCc2ccco2)c2ccccc12	0.43	2	-4	-41	50	-1	1.1	0.8	-6
CC(C#CCN1CCCCC1)OCCOCc1ccccc1 (stereo unspecified)	-0.002	3	-1	1	0.3	-27	0.2	0.1	-3
Cc1cc(C)c(C(=O)CSc2nnc(N)s2)cc1C	0.72	5	5	11	0.0	-11	-0.3	0.6	-11
Nc1cc(=O)[nH]c(SCc2nnnn2-c2ccc(Cl)cc2)n1	-0.55	1	5	-11	0.4	-1	1.3	0.4	-13
CC(C)OC(=O)C(CC(=O)O)N1CCOCC1 (stereo unspecified)	0.68	3	-1	20	-0.1	-2	-0.8	1.2	-11
COc1ccccc1N(CC(=O)Nc1ccc2c(c1)OCO2)S(=O)(=O)c1ccccc1	nt	-18	-4[fluorescence artefact?]	17	-0.4	-55	-0.6	-0.8	-13
O=C(Oc1ccc([N+](=O)[O-])cc1)c1cncc(Br)c1	-1.9	nt	0	-2	0.4	-12	1.3	0.4	-17
CCOC(=O)N1CCC(Nc2cc(C)nc3c(-c4ccccc4OC)c(C)nn23)CC1	-0.64	nt	3	-6	-1.0	-1	-2.2	-1.5	0
Cc1ccc(S(=O)(=O)NNC(=O)c2cc3cc4ccccc4nc3s2)cc1	nt	-10	1[fluorescence artefact?]	-158	0.3	-7	-3.3	-0.3	-17
Cc1nn(CC(=O)Nc2ccc(C(=O)N3CCCCC3)cc2)c(=O)c2ccccc12	nt	-2	-2	7	0.2	-12	-1.1	-0.2	-5
Cc1c(F)cccc1NS(=O)(=O)c1ccc2c(c1)c(=O)n(C)c(=O)n2C	-0.17	nt	-1	-1	0.4	-8	-1.6	-0.7	-12
O=C1CC(N2CCN(C(c3ccccc3)c3ccccc3)CC2)C(=O)N1Cc1ccc(N2CCCC2=O)cc1 (stereo unspecified)	-0.47	-1	-2	-12	-0.3	-7	-2.8	-1.4	5
Cc1cccc(Cn2c(=O)n(-c3ccc(CC(=O)NCc4ccco4)cc3)c(=O)c3sccc32)c1	-0.74	-6	-1	5	2.2	3	-9.0	0.5	-1
CCc1ccc(NC(=S)N(CCCN2CCN(C)CC2)Cc2cccs2)cc1	-0.67	-5	1	13	-1.2	-7	1.6	-0.6	-3
CCCC(=O)Nc1cccc(Oc2nc(C)cc(C)c2C#N)c1	-0.61	4	1[fluorescence artefact?]	-5	-0.3	-9	-0.6	-0.1	-6
Cn1cc(/C=N\NC(=O)c2cccs2)c2ccccc21	-0.48	nt	-1	-13	1.4	-13	-3.0	-0.6	-15
COc1ccc(Nc2nc(OC)nc(N3CCOCC3)n2)cc1	0.18	-73	0	-18	13	-4	1.2	-0.5	-6
O=[N+]([O-])c1cc(S(=O)(=O)N2CCOCC2)ccc1N1CCCC1	0.078	-33	-1	17	-0.1	-21	1.3	0.9	-4

Record cards, as listed above:
Shown for Cc1cccc(Cn2c(=O)n(-c3ccc(CC(=O)NCc4ccco4)cc3)c(=O)c3sccc32)c1 : Cl transport mod: -0.74; Rad51 HR inh: -6; eIF4E-4G inh: -1; m-calpain inh: 5; zVAD death inh: 2.2; EBV gp42 inh: 3; TNF death inh: -9.0; PERK inh: 0.5; Mdm2 ligase inh: -1
Shown for CCc1ccc(NC(=S)N(CCCN2CCN(C)CC2)Cc2cccs2)cc1 : Cl transport mod: -0.67; Rad51 HR inh: -5; eIF4E-4G inh: 1; m-calpain inh: 13; zVAD death inh: -1.2; EBV gp42 inh: -7; TNF death inh: 1.6; PERK inh: -0.6; Mdm2 ligase inh: -3

Next structures.
SMILES	Cl transport mod	Rad51 HR inh	eIF4E-4G inh	m-calpain inh	zVAD death inh	EBV gp42 inh	TNF death inh	PERK inh	Mdm2 ligase inh
CC1(C)NC(=O)N(CC(O)CNC23CC4CC(CC(C4)C2)C3)C1=O (stereo unspecified)	0.91	-2	4	9	-0.2	-2	-0.9	2.4	0
COc1ccc(OC)c(C2C(C(C)=O)=C(O)C(=O)N2Cc2cccnc2)c1 (stereo unspecified)	-0.34	7	6	-5	0.1	-14	0.3	1.8	-20
CCC(=O)Nc1cc(-c2nn(C)c(=O)c3ccccc23)ccc1OC	-2.2	2	-2	-7	-0.7	-10	-3.3	0.3	-16
O=C(/C=C/c1ccc([N+](=O)[O-])cc1)NCc1ccccn1	-0.19	nt	0	3	-0.1	-14	-0.5	1.4	1
COc1cc(/C=C2\OC(=O)c3c(OC)cccc32)ccc1O	-1.3	-28	5[fluorescence artefact?]	-72	-0.3	-17	-5.6	-0.6	11
CCN(CC)S(=O)(=O)c1ccc(OC)c(NC(=O)c2cn(CC)c3nc(C)ccc3c2=O)c1	-0.00084	-4	2	-31	1.9	1	1.2	0.6	-3
COc1ccc(C(CC(=O)NCc2ccccc2)Sc2n[nH]c(-c3ccccc3)n2)cc1 (stereo unspecified)	0.58	13	1[fluorescence artefact?]	7	0.6	5	1.8	0.0	-14
O=C(COC(=O)/C=C/c1cccc(Cl)c1)NCCc1ccccc1	0.37	-5	-18	16	0.4	-14	1.6	0.6	-10
S=c1[nH]nc(-c2ccncc2)n1/N=C/c1cn(-c2ccccc2)nc1-c1ccccc1	1.1	-10	7	16	1.2	-15	1.0	-0.4	-7
CC(=O)Nc1ccc(S(=O)(=O)NNC(=O)COc2cccc3ccccc23)cc1	-0.51	1	-4	2	1.1	22	1.7	0.8	-14
COCCn1c(=NC(=O)c2nc3ccccc3s2)sc2cc(S(C)(=O)=O)ccc21	-1.1	-3	5[fluorescence artefact?]	-59	0.2	-8	0.7	0.7	-12
CC(Sc1nc(-c2ccc(F)cc2)cs1)C(=O)Nc1ccc(Cl)cn1 (stereo unspecified)	1.5	5	-23	18	0.0	-6	1.6	0.4	-21
FC(F)(F)c1cc(-c2ccco2)nc(NCCc2ccccc2)n1	0.038	6	-2	-2	0.6	3	-0.3	0.6	-34
Cc1ccc(CCNC(=O)C2CCN(S(=O)(=O)N3CCCC3)CC2)cc1	-3.7	-7	1	15	1.2	-11	0.8	-0.8	-13
COc1ccc2cc(C(=O)Nc3ccc(Cl)cc3)sc(=O)c2c1OC	0.86	nt	3[fluorescence artefact?]	-11	2.1	-94	0.5	1.2	-9
CC(C)Cn1c(/C=C/c2ccco2)nc2ccccc21	-0.51	-47	4	-28	-0.6	14	-2.1	0.5	-7
CCOc1ccc2nc(SCC(=O)NC3CCS(=O)(=O)C3)[nH]c2c1 (stereo unspecified)	-0.62	-1	-3	-5	-0.1	-1	0.5	-0.6	-1
O=C1OC(c2ccccc2)=C/C1=C/N1CCCCC1	-0.39	2	13[fluorescence artefact?]	20	0.3	-4	-0.2	-0.2	-17

Assay outcomes from PubChem.
